Assay outcomes deposited in PubChem by National Center for Advancing Translational Sciences (NCATS).
RGS4 inh: inhibitors of human regulator of G protein signaling 4 | Transcreener GDP fluorescence polarization, RGS4-accelerated GTP hydrolysis | Potency, µM (doses to about 114 µM), for the others: at the highest dose activity change, negative = inhibition, hits mostly inhibitors | 390,000 compounds, 0.039% hits | AID 504845; further: on the % scale 0 is the no-effect control and ±100 the full control effect; nearly all actives have a fitted effect of over 75% in size; some results filed as inactive show a strong effect at the top dose
Target sequence (P49798 whole entry, looked up): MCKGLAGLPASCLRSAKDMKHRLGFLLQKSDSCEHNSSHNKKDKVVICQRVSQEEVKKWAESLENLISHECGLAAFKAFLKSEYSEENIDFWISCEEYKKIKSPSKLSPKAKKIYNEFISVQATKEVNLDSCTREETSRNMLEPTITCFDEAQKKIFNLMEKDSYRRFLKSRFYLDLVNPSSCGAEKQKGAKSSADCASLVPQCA
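MLSMR compounds (23 nl, pin-transferred) preincubated 10 min at room temperature with a 500nM (2x) first reagent, then RGS4 at 900nM (2x) plus Transcreener GDP mix added; fluorescence polarization (620/688 nm) read before and after 90 min at 30 °C.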
GLS inh: blocks human kidney-isoform glutaminase activity; O94925; GLS enzymatic activity, qHTS titration; Potency, µM (titrated, usually from 45.5 µM), for the others: top-dose activity change, negative = inhibition, actives largely listed as inhibitors; 410,000 compounds, 0.21% hits; AID 624170; further: on the % scale 0 is the no-effect control and ±100 the full control effect
Target sequence (O94925 whole entry, looked up, canonical isoform): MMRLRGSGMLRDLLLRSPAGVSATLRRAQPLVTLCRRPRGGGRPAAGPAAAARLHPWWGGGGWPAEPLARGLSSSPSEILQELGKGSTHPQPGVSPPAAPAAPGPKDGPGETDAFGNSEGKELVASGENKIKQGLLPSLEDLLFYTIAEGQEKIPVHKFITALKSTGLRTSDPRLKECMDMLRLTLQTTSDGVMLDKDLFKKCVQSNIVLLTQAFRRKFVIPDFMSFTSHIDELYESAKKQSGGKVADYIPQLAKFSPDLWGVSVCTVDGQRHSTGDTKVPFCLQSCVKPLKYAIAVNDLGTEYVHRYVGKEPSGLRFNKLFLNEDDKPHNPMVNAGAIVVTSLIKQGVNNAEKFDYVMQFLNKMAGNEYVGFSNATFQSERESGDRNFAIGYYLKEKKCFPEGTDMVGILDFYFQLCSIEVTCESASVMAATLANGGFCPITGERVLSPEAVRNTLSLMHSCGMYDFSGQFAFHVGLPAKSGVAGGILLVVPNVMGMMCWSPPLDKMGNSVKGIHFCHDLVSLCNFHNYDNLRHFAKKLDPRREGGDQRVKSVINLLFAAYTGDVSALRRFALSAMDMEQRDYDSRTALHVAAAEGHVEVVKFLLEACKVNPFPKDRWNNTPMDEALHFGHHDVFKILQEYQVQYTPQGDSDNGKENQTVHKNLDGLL
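Glutamate formation by hKGA was monitored fluorometrically using coupled glutamate oxidase, HRP and Amplex Red. Substrate was added as 1 mM L-glutamine solution; incubation was 30 min at RT after an initial read.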
Pin1 inh: human Pin1 inhibition. Potency, µM (top dose mostly 115 µM), without a hit: at the highest dose activity, negative = inhibition, usual class: inhibitors. Pin1 FP peptide displacement, HiFluor488, 10 min. Q13526. 390,000 compounds, 0.009% hits; active means well fitted inhibition curve with a large enough effect in the polarisation, with a control signal flat, not every such curve was filed as active; inconclusive means small, poorly fitted or top-dose-only effect, or effect the other way, or a change in a side signal; inactive means no such curve, though single readings can be large or run the other way; the % refers to the polarisation; further: on the % scale 0 is the no-effect control and ±100 the full control effect
TrxR1 inh: rat TrxR1 inhibition; Potency, µM (highest dose often 114 µM), for the others: top-dose activity change, negative = inhibition, usual class: inhibitors; recombinant rTrxR1, NADPH fluorescence consumption, selenite substrate; 390,000 compounds, 1% hits; further: on the % scale 0 is the no-effect control and ±100 the full control effect; nearly all actives have a fitted effect of over 65% in size
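Rat TrxR1 (90 nM in the dispensed reagent) was pre-reduced with 400 uM NADPH for 5 min at room temperature, then incubated with compound for 15 min. After 400 uM selenite was added, NADPH fluorescence (Ex 340/Em 450 nm) was followed for 8 min.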
Tb PGK inh: inhibitors of T. brucei phosphoglycerate kinase. P07378. PGK/GAPDH coupled, Kinase-Glo luminescence, 60 min. Potency, µM (doses to about 57.5 µM), without a hit: at the highest dose activity change, negative = inhibition, most hits filed as inhibitors. 380,000 compounds, 0.043% hits; further: on the % scale 0 is the no-effect control and ±100 the full control effect; nearly all actives have a fitted effect of over 60% in size
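Luminescent ATP detection (Kinase-Glo Plus) follows a 60-minute room-temperature incubation, with wells lacking PGK as controls. Buffer: 100 mM TEA (pH 7.6), 5 mM MgCl2, 0.01% Tween-20. Coupling enzyme GAPDH (100 nM final) supplies unstable 1,3-BPG in-well.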
HP1b binding inh: HP1-beta chromodomain-methylated histone interaction inhibition; P83916; AlphaScreen HP1-beta / biotin-H3K9me3 peptide binding; Potency, µM (doses to about 114 µM), without a hit: top-dose activity change, negative = inhibition, most hits filed as inhibitors; 390,000 compounds, 0.56% hits; AID 540317; further: nearly all actives have a fitted effect of over 70% in size; inactives centre near 23
Target sequence (P83916 whole entry, looked up): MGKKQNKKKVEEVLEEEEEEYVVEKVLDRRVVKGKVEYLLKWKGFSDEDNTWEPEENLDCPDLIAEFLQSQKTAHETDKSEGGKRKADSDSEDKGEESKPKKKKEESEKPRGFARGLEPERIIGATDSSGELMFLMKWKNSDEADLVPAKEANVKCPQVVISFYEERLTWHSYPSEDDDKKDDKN
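Compound inhibition of the preformed complex between 50 nM HP1-beta and 50 nM biotinylated H3K9me3 peptide was read by AlphaScreen. Buffer was PBS pH 7.4 with 0.01% Tween-20. Incubations ran 30 min at room temperature, with 10 ug/mL donor/acceptor beads.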
ERG-DNA inh: blocks human ERG Ets domain binding to DNA; fluorescence polarization, His-ERG Ets domain / labelled DNA; 370,000 compounds, 0.028% hits; Potency, µM (series often up to 76.9 µM), for inactives: top-dose FP activity, negative = inhibition, usual class: inhibitors; P11308; active means well fitted inhibition curve with a large enough effect in the polarisation, with a control signal flat; inconclusive means small, poorly fitted or top-dose-only effect, or effect the other way, or a change in a side signal; inactive means no such curve, though single readings can be large or run the other way; the % refers to the polarisation;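 further: polarization taken with two DNA probes labelled with fluorescein and Texas red; % of control where 0% means no effect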
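His-tagged ERG Ets domain (1 uM in the protein solution; 300mM KCl, 50mM Tris-HCl, 1mM EDTA, 1mM DTT, pH 7.5) received compound, then a probe mix of 5 nM fluorescein-DNA and 100nM Texas-615-DNA. Fluorescence polarization was read for both dyes.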
12-LOX inh: ALOX12 (human) lipoxygenase inhibition; purified 12hLO, xylenol orange hydroperoxide absorbance; 580,000 compounds, 1.1% hits; P18054; AID 1671190; Potency, µM (titrated, usually from 108 µM), without a hit: top-dose activity change, negative = inhibition, usual class: inhibitors; further: on the % scale 0 is the no-effect control and ±100 the full control effect
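Hydroperoxide product was detected by ferrous iron/xylenol orange as the 573 to 405 nm absorbance ratio. Arachidonic acid at 40 uM (final) was turned over for 30 min at room temperature by 150 nM human 12hLO, pH 7.0 Hepes buffer, after 15 min compound preincubation.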
JMJD2A Tudor inh: blocks the human JMJD2A Tudor domain; O75164; AlphaScreen JMJD2A-Tudor / H3K4me3 peptide binding; Potency, µM (series often up to 114 µM), for the others: at the highest dose activity change, negative = inhibition, most hits filed as inhibitors; 390,000 compounds, 4.4% hits; AID 504339; further: on the % scale 0 is the no-effect control and ±100 the full control effect; nearly all actives have a fitted effect of over 50% in size
* marks the source's active call; other numbers are inactive results; i = inactive; ? = inconclusive; . = no result given; [ ] = remark or other dose. Unless noted, the call rests on the fitted dose curve; in most records, active means well fitted curve in the direction sought with a large enough effect; inconclusive means small, poorly fitted or top-dose-only effect, or another doubt; inactive means no such curve, though single readings can be large; an effect the other way counts as inactive or inconclusive. Potency means the concentration at half of the fitted maximal effect. These rows are one share of the data; count on the stated rates, not on these rows.

nr | Molecule | RGS4 inh | GLS inh | Pin1 inh | TrxR1 inh | Tb PGK inh
1 | CC(C)CN(CC(C)C)c1ccc(/C=N/n2cnnc2)cc1[N+](=O)[O-] | -8% | 4% | ? | -14% | i
2 | O=C(NCc1cccnc1)c1cc([N+](=O)[O-])ccc1N1CCOCC1 | -1% | -14% | 6% | 9% | i
3 | OCCN1CCN(c2nc(-c3ccccc3)c3cc(Br)ccc3n2)CC1 | -2% | 5% | ? | -9% | 6%
4 | C=CCOc1ccc(Cl)cc1CNCCCN1CCOCC1 | -12% | -1% | -8% | 14% | -5%
5 | CCn1c(SCc2cccc(F)c2)nnc1-c1cccnc1 | 0% | 0% | -1% | 16%[57.1 µM] | -2%
6 | Cc1cc(Br)ccc1NC(=O)c1sc2ncnc(N3CCN(c4ccccn4)CC3)c2c1C | 14% | -1% | 12% | 39%[activator] | 4%
7 | CC1CCCN(CCOc2ccc3ccccc3c2Br)C1 (stereo unspecified) | 10% | 0% | -9% | 7%[57.1 µM] | i
8 | CCOC(=O)C1=C(C)N(CCCCCC(=O)O)C(=O)NC1c1ccc(Cl)cc1 (stereo unspecified) | -11% | -5% | 2% | 23% | -3%

nr | HP1b binding inh | ERG-DNA inh | 12-LOX inh | JMJD2A Tudor inh
1 | ? | 1% | ? | 45µM*
2 | 44%[activator] | 3% | 15% | 14%
3 | 21% | 16% | -23% | -23%
4 | 28% | . | -11% | -8%
5 | 22% | -15% | -5% | -7%
6 | 29% | 7% | -16% | -8%
7 | ? | ? | ? | ?
8 | 24% | 12% | -9% | -23%

Next part.
nr | Molecule | RGS4 inh | GLS inh | Pin1 inh | TrxR1 inh | Tb PGK inh
9 | O=C1CC(N(O)C2CC(=O)N(Cc3ccccc3)C2=O)C(=O)N1Cc1ccccc1 (stereo unspecified) | -19%[11.4 µM] | 26% | 1% | ? | -7%
10 | O=C(CCc1nnc(C2CCCCC2)o1)N1CCCCC1CCn1cccn1 (stereo unspecified) | 15% | 0% | 2% | 29%[57.1 µM] | 1%
11 | Cc1ccc(O)c(-c2cc(C(=O)Nc3c(C)n(C)n(-c4ccccc4)c3=O)[nH]n2)c1 | -5% | 26% | -3% | -12% | 16%
12 | Cc1ccc(C)c(NC(=O)CSc2ncc3c(n2)-c2cc(Cl)ccc2N(Cc2ccccc2F)S3(=O)=O)c1 | -15% | 2% | 25% | 12%[57.1 µM] | -3%
13 | CC(=O)Nc1ccccc1C(=O)C(=O)Nc1ccc(Cl)cc1 | -31% | -4% | -1% | 6%[57.1 µM] | 6%
14 | Nc1cc(Cl)ccc1C(=O)OCC(=O)NC1CCS(=O)(=O)C1 (stereo unspecified) | -31% | -1% | 4% | -29%[57.1 µM] | -2%
15 | CC1(C)OC(c2ccccc2)=C/C(=C/C=C2C(=O)c3ccccc3C2=O)O1 | -4% | -2% | ? | 4% | i
16 | COc1ccc(OC)c(/C=C/C(=O)N(C)CC(=O)Nc2cc(C)ccc2C)c1 | -17% | -13% | -4% | 16%[57.1 µM] | -9%

nr | HP1b binding inh | ERG-DNA inh | 12-LOX inh | JMJD2A Tudor inh
9 | -25% | -7% | -3% | -24%[57.1 µM]
10 | 26% | 4% | -2% | -8%
11 | 22% | . | 17% | -1%
12 | 19% | -9% | -15% | 14%
13 | 19% | 7% | -8% | -5%
14 | 17% | 1% | 2% | -17%
15 | ? | 109%[activator] | -4% | 3.2µM*
16 | 36% | 9% | -24% | 12%

Continued:
nr | Molecule | RGS4 inh | GLS inh | Pin1 inh | TrxR1 inh | Tb PGK inh
17 | CC(C)c1ccc(N(CC(=O)NN=C2CCN(C)CC2)S(=O)(=O)c2ccccc2)cc1 | -16% | -3% | -6% | 21%[57.1 µM] | i
18 | COc1ccc(-c2cc(C)no2)cc1S(=O)(=O)N(C)Cc1ccco1 | -5% | -2% | -1% | 21% | -2%
19 | COc1ccc(-c2n[nH]c(C)c2-c2cnn(-c3ccccc3)c2)c(O)c1 | -6% | 2% | 1% | 5% | 6%
20 | CCOc1ccc(NC(=O)c2ccc(S(=O)(=O)N(C)C)cc2)cc1 | 18% | -6% | 1% | 0% | i
21 | CC1CC(C)CN(S(=O)(=O)c2cc3c4c(c2)C(C)C(=O)N4CCC3)C1 (stereo unspecified) | -3% | -12% | 5% | 17% | -10%
22 | COc1ccc(/C(C)=N/NC(=O)CNC(=O)CCc2ccccc2)c(OC)c1 | -17% | -7% | 2% | -1%[57.1 µM] | -1%
23 | CCN(CC)S(=O)(=O)c1ccc(NC(=O)c2cccs2)cc1 | 5% | 0% | -9% | 9%[57.1 µM] | 2%
24 | COc1ccccc1NC(=O)c1cc(-c2ccc(C)o2)nc2ccccc12 | -29% | -7% | 8% | 1%[57.1 µM] | i

nr | HP1b binding inh | ERG-DNA inh | 12-LOX inh | JMJD2A Tudor inh
17 | 33% | 10% | 1% | -17%[57.1 µM]
18 | 6%[57 µM] | 5% | 1% | -17%
19 | 9% | -2% | -50% | -34%
20 | 35%[activator] | -1% | -18% | -5%
21 | 30% | -17% | 14% | 1%
22 | 23% | -14% | 0% | 8%
23 | 33% | -2% | ? | -5%
24 | 4% | -7% | ? | -10%

Quoted from above: nos. 16 to 23
nr | Molecule | RGS4 inh | GLS inh | Pin1 inh | TrxR1 inh | Tb PGK inh
16 | COc1ccc(OC)c(/C=C/C(=O)N(C)CC(=O)Nc2cc(C)ccc2C)c1 | -17% | -13% | -4% | 16%[57.1 µM] | -9%
17 | CC(C)c1ccc(N(CC(=O)NN=C2CCN(C)CC2)S(=O)(=O)c2ccccc2)cc1 | -16% | -3% | -6% | 21%[57.1 µM] | i
18 | COc1ccc(-c2cc(C)no2)cc1S(=O)(=O)N(C)Cc1ccco1 | -5% | -2% | -1% | 21% | -2%
19 | COc1ccc(-c2n[nH]c(C)c2-c2cnn(-c3ccccc3)c2)c(O)c1 | -6% | 2% | 1% | 5% | 6%
20 | CCOc1ccc(NC(=O)c2ccc(S(=O)(=O)N(C)C)cc2)cc1 | 18% | -6% | 1% | 0% | i
21 | CC1CC(C)CN(S(=O)(=O)c2cc3c4c(c2)C(C)C(=O)N4CCC3)C1 (stereo unspecified) | -3% | -12% | 5% | 17% | -10%
22 | COc1ccc(/C(C)=N/NC(=O)CNC(=O)CCc2ccccc2)c(OC)c1 | -17% | -7% | 2% | -1%[57.1 µM] | -1%
23 | CCN(CC)S(=O)(=O)c1ccc(NC(=O)c2cccs2)cc1 | 5% | 0% | -9% | 9%[57.1 µM] | 2%

nr | HP1b binding inh | ERG-DNA inh | 12-LOX inh | JMJD2A Tudor inh
16 | 36% | 9% | -24% | 12%
17 | 33% | 10% | 1% | -17%[57.1 µM]
18 | 6%[57 µM] | 5% | 1% | -17%
19 | 9% | -2% | -50% | -34%
20 | 35%[activator] | -1% | -18% | -5%
21 | 30% | -17% | 14% | 1%
22 | 23% | -14% | 0% | 8%
23 | 33% | -2% | ? | -5%

Following part:
nr | Molecule | RGS4 inh | GLS inh | Pin1 inh | TrxR1 inh | Tb PGK inh
25 | CC1(C)CC(=O)C=C(NCCN2CCN(C(=S)Nc3ccc(F)cc3)CC2)C1 | 11% | 1% | -7% | 21%[57.1 µM] | 4%
26 | O=C(CN1C2=NCCN2c2ccccc21)C12CC3CC(CC(C3)C1)C2 | 13% | 7% | -3% | 19%[57.1 µM] | -2%
27 | COc1ccc([N+](=O)[O-])cc1CSc1nnc(NC(C)=O)s1 | 36% | 7% | 0% | 13%[57.1 µM] | 2%
28 | CCOCCCNS(=O)(=O)c1ccc(NC(=O)c2ccc(OC)c([N+](=O)[O-])c2)cc1 | ? | -5% | 2% | 8%[11.4 µM] | i
29 | CCc1ccc(NC(=O)[C@H](C)NC(=O)C2CCN(C(=O)[C@@H](N)C(C)C)CC2)cc1 | 7% | 9% | 1% | 11% | -5%
30 | CCCCOC(=O)C1=C(C)NC(=O)NC1c1ccc2c(c1)OCO2 (stereo unspecified) | -12% | 1% | 0% | 1% | i
31 | COc1ccccc1-n1c(SCC(=O)Nc2cccc(S(N)(=O)=O)c2)nc2ccccc2c1=O | -15% | 0% | 11% | 18% | -8%
32 | CCOc1ccc(C(=O)C[n+]2cccc3cc(C)ccc32)cc1 | -3% | 4% | ? | 15% | -2%

nr | HP1b binding inh | ERG-DNA inh | 12-LOX inh | JMJD2A Tudor inh
25 | 32%[activator] | -3% | 50%[activator] | 3%
26 | 53%[activator] | -7% | 0% | -11%
27 | 21% | 7% | 0% | -9%
28 | -15% | -9% | -6% | 11µM*
29 | 33% | 1% | ? | -3%
30 | 53%[activator] | 10% | 11% | -12%
31 | 4% | 11% | -3% | -20%
32 | 12% | 1% | -1% | -26%

Carrying on:
nr | Molecule | RGS4 inh | GLS inh | Pin1 inh | TrxR1 inh | Tb PGK inh
33 | Cc1oc2ncnc(N)c2c1C | 25% | 8% | 0% | -7% | -2%
34 | Cc1ccccc1OCC(=O)Nc1nnc(-c2ccncc2)s1 | 7% | 11% | ? | 6% | -2%
35 | CCOc1ccc(NC(=O)c2sc3ccccc3c2Cl)cc1 | -10% | 3% | 10% | 21% | 1%
36 | CCOC(=O)N1CCN(C(=O)/C(=C\c2cccs2)NC(=O)c2cccs2)CC1 | 16% | 18% | 8% | 0% | -3%

nr | HP1b binding inh | ERG-DNA inh | 12-LOX inh | JMJD2A Tudor inh
33 | 33% | -16% | 0% | -2%
34 | 32% | 10% | ? | -12%
35 | 31% | 0% | -9% | -3%
36 | 20% | 0% | 4% | -19%
